S3 lipid droplet: qHTS Assay for Lipid Storage Modulators in Drosophila S3 Cells; Drosophila S3 cells, BODIPY lipid droplet fluorescence, 18-24 h; cells fed with added oleic acid; lipid storage change, negative = inhibition, % at the top dose, mostly 46.1 µM; hits show Potency in µM; 0.64% of 320,000 active; AID 2685; active = well fitted inhibition curve with a large enough effect in the signal ratio, with a control signal flat, not every such curve was filed as active; inconclusive = small, poorly fitted or top-dose-only effect, or effect the other way, or a change in a side signal; the % refers to the signal ratio
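Drosophila S3 cells got compounds at several concentrations plus oleic acid (400 uM solution). Laser-scanning cytometry with 488 nm excitation read lipid droplets at 500-530 nm and cells at 575-640 nm. Percent activity was relative to 20 uM Triacsin C.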
S3 lipid droplet cell count max: second read-out of S3 lipid droplet, no call of its own (marks repeat the call); cell number change, %; measured here: cell count max response;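 cells counted by Cell Tracker Red CMTPX staining in the red channel; peak over a dose series mostly up to 46.1 µM; percent activity relative to internal control wells on each plate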
The depositor's hits bear a star; i = inactive; ? = inconclusive; · = not tested or not shown; [ ] = dose if it differs, or a comment. % is scaled to controls: 0 for no effect and ±100 for the full control effect; potency is read from the fitted curve at half-maximal effect. The list is partial; count on the stated rates, not on these rows.

S3 lipid droplet | S3 lipid droplet cell count max | Molecule
? | · | O=P(O)(O)c1ccccc1OCc1ccccc1
? | · | Cc1ccc(-c2nnc(CSc3nnc4c5c(C)c(C)sc5nc(C(C)C)n34)o2)cc1
i | 13.7 | CC(Cc1cccs1)NC(=O)Nc1ccc(Cl)cc1 (stereo not given)
-8.3% | 8.5 | O=c1c([N+](=O)[O-])c(N2CCCC2)c2ccccc2n1-c1ccccc1
? | · | O=C(CN1C(=O)c2ccccc2C1=O)NCc1ccc(C(=O)O)cc1
12.2% | -9.2 | Cc1sc(NC(=O)c2ccccc2)c(C(=O)NCCN(C)C)c1C
0.2% | 5.7 | CCN(CC)C(=O)Cn1cc(S(=O)(=O)CC(=O)NCCc2ccc(OC)c(OC)c2)c2ccccc21
? | · | CC(=O)C1=C(C)Nc2ncnn2C1c1ccc(O)cc1 (stereo not given)
i | -9.4 | CCOC(=O)C1CCCN(S(=O)(=O)c2ccc3c(c2)NC(=O)CO3)C1 (stereo not given)
? | · | CC(=O)Oc1c(C)c(=O)n(C)c2ccccc12
1.0% | 0.8 | Cc1cc(C)nc(SCCCNCc2c(F)cccc2Cl)n1
? | · | Cc1cccc(NC(=O)CCC(=O)c2cccs2)n1
3.6% | 11.7 | COc1ccc(CCC(=O)N(C)CC(=O)Nc2ccc(N3CCOCC3)cc2)cc1
26.8% | · | C=C(C)CNC(=S)Nc1cccc(S(=O)(=O)NC2=NCCC2)c1
? | · | Cc1cccc(-c2nnc(SCC#N)n2-c2ccccc2)c1
? | · | O=S1(=O)N=C(N/N=C/C=C/c2ccccc2)c2ccccc21
i | · | C=CCc1c(C)nc(C)nc1N/N=C/c1ccccc1O
? | · | COc1ccc(C2=NN(C(=O)c3ccccc3)C(c3ccc(OC)c(OC)c3)C2)cc1OC (stereo not given)
? | · | CCCCCCCCC1=NCCc2c1[nH]c1ccccc21
9.4% | 13.0 | O=C(Cn1c(=O)oc2ccccc21)NCC1COc2ccccc2O1 (stereo not given)
-6.5% | 4.8 | COc1cc(=O)n2c(n1)SCCC2
? | · | COC(=O)Cn1c2ccc(C)cc2c2nc(C)sc21
? | · | c1ccc(-n2cccc2CNC2CCCCC2)cc1
? | · | Cc1ccc(S(=O)(=O)N2CCCCC2CCNC(=O)C(=O)NCc2ccncc2)cc1 (stereo not given)
? | · | O=C(O)c1ccc(N=NNc2cccc([N+](=O)[O-])c2)cc1

2 of these compounds, set out differently.
| smiles | S3 lipid droplet | S3 lipid droplet cell count max |
| --- | --- | --- |
| O=c1c([N+](=O)[O-])c(N2CCCC2)c2ccccc2n1-c1ccccc1 | -8.3% | 8.5 |
| O=C(CN1C(=O)c2ccccc2C1=O)NCc1ccc(C(=O)O)cc1 | ? | · |

The results go on:
S3 lipid droplet | S3 lipid droplet cell count max | Molecule
? | · | Cc1nn(C)c(Oc2cccc(Cl)c2)c1C=O
? | · | CC(C)[C@H](Nc1ncnc2c1oc1ccccc12)C(=O)O
? | · | CN(C)c1ccc(S(=O)(=O)N(C)C)cc1[N+](=O)[O-]
? | · | COc1ccc(CNC(=O)CN2C(=O)c3ccc([N+](=O)[O-])cc3C2=O)cc1
? | · | O=S(=O)(c1ccc(Cl)s1)N1CCN(Cc2ccccc2)CC1
? | · | Cc1ccc(/C=C2\CCC3=C2OC(N)=C(C#N)C3c2ccc(C)cc2)cc1 (stereo not given)
-22.5% | -14.0 | CC(C)Sc1ncnc2c1cnn2-c1ccccc1
? | · | CCOC(=O)C1=C(CCc2ccccc2)NC(=O)NC1c1ccc2ccccc2c1 (stereo not given)
? | · | O=C(NCC1CCCO1)c1cnn2c1NC(c1ccccc1)CC2C(F)(F)F (stereo not given)
3.8% | -7.6 | CC1Cc2cc(-c3csc(N)n3)ccc2O1 (stereo not given)
? | · | CC(C)(C)OC(=O)N1CCN(C(=O)c2[nH]cnc2C(=O)NCC(=O)OCc2ccccc2)CC1
-4.4% | 2.0 | O=C1c2ccc([N+](=O)[O-])cc2C(=O)N1c1ccc(Cl)cn1
-6.5% | 4.0 | Cc1n[nH]c(C)c1S(=O)(=O)N1CCCC(C(=O)NCc2ccc(F)cc2)C1 (stereo not given)
? | · | CCN(CC)S(=O)(=O)c1ccc(N2CCOCC2)c(NC(=O)Cc2ccccc2)c1
? | · | CC1(C)NC(=O)N(CC(O)CN(Cc2ccccc2)Cc2ccccc2)C1=O (stereo not given)
2.0% | · | O=C(O)CSc1nnc(-c2ccccc2)c(-c2ccccc2)n1
i | -3.1 | Cc1ccccc1Cn1cc(NC(=O)c2nc3ncccn3n2)cn1
? | · | O=S(=O)(c1ccc(F)c(F)c1)N1CCN(Cc2ccc3c(c2)OCO3)CC1
? | · | CCOc1ccc(-c2nc(S(=O)(=O)c3ccccc3)c(NC)o2)cc1
17.2% | 1.9 | CCOc1cc(CNC2CCCC2)c(Cl)cc1OCC(=O)Nc1ccccc1
? | · | CC(C)C(=O)Nc1cccc(NC(=S)NC(=O)c2ccc([N+](=O)[O-])cc2)c1
? | · | O=C(c1ccccc1)c1cc(Cl)ccc1N1C(=O)C=CC1=O
? | · | O=c1oc(-c2ccc(Br)cc2)nc2ccccc12
? | · | CCS(=O)(=O)N1CCC(C(=O)NCc2ccccc2OC)CC1
? | · | Fc1ccccc1-c1nc(-c2ccccc2)no1

An excerpt of these results, with two lines to a compound.
Second line of a record: S3 lipid droplet | S3 lipid droplet cell count max
Cc1ccccc1Cn1cc(NC(=O)c2nc3ncccn3n2)cn1
    i | -3.1
O=S(=O)(c1ccc(F)c(F)c1)N1CCN(Cc2ccc3c(c2)OCO3)CC1
    ? | ·
CCOc1ccc(-c2nc(S(=O)(=O)c3ccccc3)c(NC)o2)cc1
    ? | ·
CCOc1cc(CNC2CCCC2)c(Cl)cc1OCC(=O)Nc1ccccc1
    17.2% | 1.9
CC(C)C(=O)Nc1cccc(NC(=S)NC(=O)c2ccc([N+](=O)[O-])cc2)c1
    ? | ·

Going on with the list.
S3 lipid droplet | S3 lipid droplet cell count max | Molecule
? | · | COc1cc2c(cc1NC(=O)Cn1cnc3c1c(=O)n(C)c(=O)n3C)oc1ccccc12
? | · | Cc1c(NC(=O)C(C)OC(=O)/C=C/c2ccc(OC(F)F)cc2)c(=O)n(-c2ccccc2)n1C (stereo not given)
4.7% | · | Cc1nn(CCCC(=O)NCc2ccc(Cl)cc2)c(C)c1[N+](=O)[O-]
? | · | Cn1c(SCC(=O)Nc2ccc3c(c2)n(C)c(=O)n3C)nnc1-c1ccncc1
? | · | CC(C)(C)C1(C)OC(=O)C(=Cc2ccc(OCC(=O)Nc3ccccc3)cc2)C(=O)O1 (stereo not given)
? | · | O=C(N/N=C/c1ccccn1)c1cc(-c2ccccc2Cl)n[nH]1
? | · | COc1ccccc1C(=O)NCCC(=O)N(C)CC(=O)Nc1ccccc1Br
-0.8% | 21.6 | O=C(O)c1cc(-c2ccco2)nc2cc3ccccc3cc12
16.4% | · | Cc1cc2nc(CS)[nH]c2cc1C
i | -6.6 | O=C(NCCCN1CCOCC1)c1ccc2c(c1)N(Cc1cccc(Cl)c1)C(=O)c1ccccc1S2=O (stereo not given)
-22.1% | 8.2 | CS(=O)(=O)N1CCN(c2ccc([N+](=O)[O-])c(NCc3ccccc3)c2)CC1
-4.4% | -5.2 | Cc1ccc(N2CC(C(=O)Nc3c4c(nn3C(C)(C)C)CS(=O)(=O)C4)CC2=O)cc1 (stereo not given)
i | -21.1 | CCOc1ccc(CNS(=O)(=O)c2cc(-c3cc(C)no3)ccc2OC)cc1OC
i | · | CCCCNc1ccc(C(=O)Nc2cccc(C)n2)cc1[N+](=O)[O-]
18.3%[9.22 µM] | 2.1 | CC(=O)/C(N=Nc1cc(C)ccc1O)=C(\C)O
? | · | O=C1OCCC1Sc1nnc(-c2ccccc2Br)n1Cc1ccccc1 (stereo not given)
6.1% | -8.1 | CCSc1nc2ccc(OC)cc2cc1C#N
1.1% | -16.7 | Cc1cccc(C)c1C(=NCCCN(C)C)c1ccccc1
? | · | Cc1ccc2nc(-c3ccncc3)c(Nc3ccccc3)n2c1
i | -20.2 | CCOC(=O)c1cc(C(=O)NC(C)c2ccccc2)c(=O)[nH]c1C (stereo not given)
? | · | COc1cccc(-c2nnc(SCC(=O)NCc3ccc4c(c3)OCO4)n2Cc2ccco2)c1
-4.4% | -2.7 | Cc1cccc(C)c1-n1cccc1/C=C1/C(=N)N2C(=NC1=O)SN=C2S(C)(=O)=O
i | -24.5 | Cc1ccc(S(=O)(=O)N(C)c2ccc(OCC(=O)NCC3(N(C)C)CCCCC3)cc2)cc1
? | · | COc1ccc(NC(=O)C2=C(C)Nc3ncnn3C2c2ccccc2C(F)(F)F)c(OC)c1 (stereo not given)
15.1% | 18.0 | COc1ccc(/C=C/c2ccccc2)cc1[C@H]1[C@H]2C=CC[C@@H](C)[C@@H]2C(=O)N1Cc1ccccc1

S3 lipid droplet | S3 lipid droplet cell count max | Molecule
? | · | O=C(O)CSc1nc2ccc(Cl)cc2[nH]1
9.7% | -2.3 | COc1ccc(/C=N/NC(=O)CNC(=O)COc2ccccc2)cc1
? | · | Cc1nnc(SCCN2CCOCC2)n1-c1cccc(Cl)c1
4.9% | 2.5 | CC(Oc1ccc(Br)cc1)C(=O)Nn1c(=S)[nH]c2ncccc2c1=O (stereo not given)
16.0% | -15.0 | Cc1cccc(OCc2nnc(SCC(=O)N3CCN(C(=O)c4ccco4)CC3)n2C)c1C
-15.2% | -11.3 | Nc1nc(-c2cccnc2)nc2sc3c(c12)CCCC3
? | · | Cc1c(C(c2ccc(Br)cc2)c2c(C)n(C)n(-c3ccccc3)c2=O)c(=O)n(-c2ccccc2)n1C
-7.5% | -3.4 | COc1ccc(C(=O)N2CCc3cc4c(cc3C2C)OCCCO4)cc1 (stereo not given)
? | · | COC(=O)NN=C1CCC(c2ccccc2)CC1 (stereo not given)
-21.9% | 3.8 | O=C1CCCN1CCCNS(=O)(=O)c1ccc(F)c(F)c1
i | 19.4 | Cc1nn2c(N3CCOCC3)cc(C(C)(C)C)nc2c1-c1ccc(Cl)cc1
3.5% | -7.2 | Cc1ccc(Cl)cc1OCC(=O)NCCOC(=O)Nc1sc(=S)n(C)c1C
? | · | O=C(Nc1ccc2oc(=O)ccc2c1)c1cc([N+](=O)[O-])ccc1N1CCOCC1
? | · | Cc1ccc(S(=O)(=O)N2CCN(C(=O)COC(=O)/C=C/c3ccc(F)cc3)CC2)c(C)c1
? | · | CC1CCCN(CCCNC(=O)CCn2nc(-c3ccccc3)ccc2=O)C1 (stereo not given)
i | · | O=C(COC(=O)c1ccco1)NCc1cccs1
? | · | O=C(Nc1ccc2c(c1)OCO2)c1ccc(Cl)s1
4.3% | -1.0 | Cn1c(-c2ccccc2)c(/C=N/NC(=O)c2cccnc2)c2ccccc21
? | · | COC(=O)C1=C(C)NC(C)=C(C(=O)OC)C1C(=O)OCC(=O)Nc1ccc(C(C)=O)cc1
? | · | CCOC(=O)c1cccc(OC(=O)CCNC(=O)c2ccc(Cl)cc2)c1
? | · | Cc1ccc(NC(=O)c2cc(S(=O)(=O)N3CCCCC3)c[nH]2)cc1F
? | · | CCC1c2ccc(C)n2CCN1C(=O)Nc1ccccc1OC (stereo not given)
? | · | COc1ccc(N(CC(C)C)S(=O)(=O)c2nnc(NC(=O)CC(C)C)s2)cc1
? | · | Cc1ccc(CNC(=O)/C=C/c2ccc(S(=O)(=O)N3CCOCC3)cc2)cc1
? | · | Cc1nn(CC(=O)N(C)c2c(N)n(Cc3ccccc3)c(=O)[nH]c2=O)c(C)c1[N+](=O)[O-]

S3 lipid droplet | S3 lipid droplet cell count max | Molecule
6.5% | -11.7 | C/C(=N\NC(=O)c1cc(C(C)(C)C)[nH]n1)C12CC3CC(CC(C3)C1)C2
? | · | CC(OC(=O)c1cc(S(=O)(=O)N(C)c2ccccc2)ccc1Cl)C(=O)Nc1ccc2c(c1)OCCO2 (stereo not given)
-2.1% | 8.9 | COC(CNC(=O)c1ccc(CS(=O)(=O)c2ccccc2)o1)OC
? | · | CCc1cc2c(SCC(=O)c3ccc(Cl)s3)ncnc2s1
? | · | O=C(COC(=O)c1ccc(O)cc1O)N=c1sccn1Cc1ccccc1Cl
4.9% | 10.7 | COc1ccc(CCN=CC2=C(O)CCCC2=O)cc1OC
? | · | COc1ccc(N2CCN(c3ccc(N4C(=O)CC(C)C4=O)cc3[N+](=O)[O-])CC2)cc1 (stereo not given)
12.5% | 28.3 | COc1ccc([N+](=O)[O-])cc1N(CC(=O)NC1CCCCC1)S(C)(=O)=O
-0.1% | 4.2 | O=C(COC(=O)c1cccs1)NC1CCCCC1
? | · | C/C(CC(=O)Nc1ccc([N+](=O)[O-])cc1)=N/NC(=O)C1CC12CCC2 (stereo not given)
? | · | Cc1cccc(C(=O)N[C@H](C(=O)OCC(=O)NC(=O)c2cccn2C)C(C)C)c1
? | · | COc1ccc(N(C(=O)CNC(=O)c2ccco2)C(C(=O)NC2CCCC2)c2ccco2)cc1 (stereo not given)
? | · | CCOc1ccccc1C(=O)OCC(=O)Nc1ncc(C(F)(F)F)cc1Cl
? | · | Cc1cccc(NC(=O)CSc2nsc(SCC(=O)Nc3cccc(C)c3)c2C#N)c1
? | · | Cc1ccc(NC(=O)Cc2ccc(-n3cccc3)cc2)c(C)c1
? | · | NS(=O)(=O)c1ccc(NC(=S)NC2CCCC2)cc1

Full records from above. Order of values: S3 lipid droplet | S3 lipid droplet cell count max
Profile of `Cc1cccc(NC(=O)CSc2nsc(SCC(=O)Nc3cccc(C)c3)c2C#N)c1` = ? | ·
Profile of `O=C(COC(=O)c1cccs1)NC1CCCCC1` = -0.1% | 4.2
Profile of `CCc1cc2c(SCC(=O)c3ccc(Cl)s3)ncnc2s1` = ? | ·
Profile of `CCOc1ccccc1C(=O)OCC(=O)Nc1ncc(C(F)(F)F)cc1Cl` = ? | ·

Screens as filed in PubChem.
